# ARNT-TACC3 inh = disruptors of ARNT/TACC3 protein interaction, primary screen, biochemical, AlphaScreen, single concentration; AlphaScreen His-ARNT PAS-B/GST-TACC3 binding, luminescence; TACC3 fragment carries E629A point mutation; inhibition, % at 9.99 µM; 390,000 compounds, 0.66% hits;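 active means mean inhibition of replicates at least 50% and at least half of replicates each reaching 50%; inconclusive means half or more replicates reach 50% but mean below 50%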;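 further: 0% = complete ARNT plus TACC3 wells and 100% = ARNT alone without TACC3; many hits fall short of the cut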
# Cneo AK release = Cryptococcus neoformans cell lysis inducers, primary screen, AK release luminescence, single concentration; C. neoformans lysis, adenylate kinase release luminescence, 4 h; normalised: neutral wells 0, clomiphene wells 100; lysis activity, % at 15 µM; 360,000 compounds, 0.2% hits; AID 651654, 2012;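 active means mean lysis activity across replicates of at least 80%, whatever share of replicates individually reach that level; inactive means mean lysis activity below 80%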
#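 read-out = cell lysis signal | test system = log-phase Cryptococcus neoformans yeast cells | input = cells at 5 × 10^6 per mL | medium = fresh YPD growth medium | signal = luminescent adenylate kinase detection reagent | timing = 4 h at 37 °C static, read 1 h later | dosing = single dose | controls = Clomiphene as positive lysis control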
# C2C12 statin = suppressors of statin myotoxicity in C2C12 myotubes, primary screen, cell-based, single point, plate reader. C2C12 myotubes + simvastatin, ATP luminescence, 48 h; scaled: DMSO 0, geranylgeraniol control 100. rescue of ATP level, % at 7.49 µM. 330,000 compounds, 0.78% hits. AID 602340, 2012;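 active means mean ATP rescue above about 67%, or every replicate alone reaching that limit, limit read from the data, passing the limit was not always enough; inconclusive means no clear call, values can overlap the other calls; inactive means mean under the limit and some replicate under it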;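 further: myotubes were challenged with 10 µM simvastatin during compound exposure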
# miR122 inh = miR-122 Renilla sensor signal increase in Huh7, primary screen, miR-122 inhibitor project, cell-based, single point, plate reader; Huh7 miR-122 Renilla luciferase sensor, 48 h; neutral wells = 0, positive control = 100; activation (reporter increase), % at 12.5 µM; 340,000 compounds, 0.3% hits;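 active means mean replicate activation score at least 90 and every replicate individually at or above 90; inconclusive means only one of the two criteria met; inactive means neither criterion met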;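 further: higher luciferase means less miR-122 activity so hits act as miR-122 inhibitors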
# SIRT5 inh = SIRT5 desuccinylase inhibitors, primary screen, biochemical, fluorescence imaging, single point, set 5. NAD-dependent protein deacylase sirtuin-5, mitochondrial (Homo sapiens), Q9NXA8. inhibition, % at 15 µM. AID 652115, 2013. Purified SirT5, succinyl-peptide AMC, trypsin-coupled fluorescence. 330,000 compounds, 1.1% hits; in the data active means inhibition above about 15%; inconclusive means no clear call, values can overlap the other calls
# Target sequence (Q9NXA8 whole entry, looked up): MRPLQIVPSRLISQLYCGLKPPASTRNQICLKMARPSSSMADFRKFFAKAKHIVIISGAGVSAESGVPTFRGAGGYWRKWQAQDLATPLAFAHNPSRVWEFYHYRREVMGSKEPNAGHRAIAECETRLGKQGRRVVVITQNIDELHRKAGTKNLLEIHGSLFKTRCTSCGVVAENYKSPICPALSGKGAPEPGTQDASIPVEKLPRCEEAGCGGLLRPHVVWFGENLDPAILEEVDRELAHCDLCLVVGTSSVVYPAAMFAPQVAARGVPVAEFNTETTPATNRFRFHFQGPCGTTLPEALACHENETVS
# esBAF inh = Bmi1 luciferase reporter increase in mESCs, primary screen, esBAF inhibitor project, mouse ES cells, Bmi1 luciferase knock-in, single point | 24 h; 100% = twice the neutral-well signal | reporter increase, % at 12.5 µM | 350,000 compounds, 2% hits | AID 602393, 2012; in the data active means activation above about 40%; inconclusive means no clear call, values can overlap the other calls;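 further: 0% = median of the plate's neutral control wells and 100% = double that signal; a rise in the Bmi1 reporter signal indicates esBAF inhibition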
# ERp5 block = inhibitors of ERp5-driven insulin aggregation, primary screen, biochemical, turbidity, absorbance 650 nm, single point; 350,000 compounds, 0.05% hits; inhibition, % at 9.99 µM; 90 min; Protein disulfide-isomerase A6 (Homo sapiens), Q15084;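 active means mean replicate inhibition above about 25%, with every replicate also reaching it, limit read from the data, passing the limit was not always enough; inconclusive means only one of those two criteria met; inactive means neither criterion met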
# Target sequence (Q15084 whole entry, looked up): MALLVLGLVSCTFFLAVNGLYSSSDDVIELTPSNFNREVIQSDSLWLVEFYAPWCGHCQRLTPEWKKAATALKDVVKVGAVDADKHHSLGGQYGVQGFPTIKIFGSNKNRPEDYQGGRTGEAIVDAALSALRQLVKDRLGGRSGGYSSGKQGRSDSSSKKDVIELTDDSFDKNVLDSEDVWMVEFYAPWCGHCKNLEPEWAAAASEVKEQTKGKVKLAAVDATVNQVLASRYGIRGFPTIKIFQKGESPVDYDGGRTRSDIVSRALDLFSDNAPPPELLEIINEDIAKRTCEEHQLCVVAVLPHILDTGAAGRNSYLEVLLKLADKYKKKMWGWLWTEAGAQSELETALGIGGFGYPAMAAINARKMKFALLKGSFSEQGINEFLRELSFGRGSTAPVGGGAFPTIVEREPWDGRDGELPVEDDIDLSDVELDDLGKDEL
# * = called active by the depositor; u = inconclusive; x = not tested or not shown; & = joins results of further samples; [ ] = another dose, or the depositor's remark.
1) Cc1cc2cc(C)c3nnc(SCc4ccccn4)n3c2cc1C
2) Cc1ccnc(NC(=O)c2ccc(S(=O)(=O)N3CCC(C)CC3)cc2)c1
3) COc1ccc(NC(=O)C2CCCN(S(=O)(=O)c3cccs3)C2)cc1OC (stereo not drawn)
4) CCOC(=O)[C@@H]1[C@H]2COc3cc(OC)ccc3[C@@H]2N2C(=O)N(c3ccc(C(F)(F)F)cc3)C(=O)[C@]12C
5) COc1ccc(S(=O)(=O)/N=C2/NC(=O)/C(=C/c3ccco3)S2)cc1
6) O=C(NCc1ccc(Cl)cc1)C1CCCN1C(=O)Nc1ccc(F)cc1 (stereo not drawn)
Assay by compound | 1 | 2 | 3 | 4 | 5 | 6
ARNT-TACC3 inh | -3 | 1 | -1 | -4 | 10 | 1
Cneo AK release | x | x | -1 | 0 | x | 0
C2C12 statin | x | x | 5 | -41 | x | -6
miR122 inh | x | x | -1 | -7 | x | 7
SIRT5 inh | -5 | -1 | x | x | 16* | -2
esBAF inh | x | x | 5 | -4 | x | -5
ERp5 block | 6 | -6 | x | -9 | -1 | -3

# Structures shown so far containing a carbonyl joined to an NH by a bond outside any ring:
2) Cc1ccnc(NC(=O)c2ccc(S(=O)(=O)N3CCC(C)CC3)cc2)c1
3) COc1ccc(NC(=O)C2CCCN(S(=O)(=O)c3cccs3)C2)cc1OC (stereo not drawn)
6) O=C(NCc1ccc(Cl)cc1)C1CCCN1C(=O)Nc1ccc(F)cc1 (stereo not drawn)
Assay by compound | 2 | 3 | 6
ARNT-TACC3 inh | 1 | -1 | 1
Cneo AK release | x | -1 | 0
C2C12 statin | x | 5 | -6
miR122 inh | x | -1 | 7
SIRT5 inh | -1 | x | -2
esBAF inh | x | 5 | -5
ERp5 block | -6 | x | -3

# (cont.)
7) CCCCN(C)C(=O)c1nc2ccccn2c1CN1CCN(c2ccccn2)CC1
8) Cc1ccc(-n2nnnc2SCC(=O)c2cc(C)n(-c3cc(C)on3)c2C)cc1
9) COCCN1C(=O)N[C@@H](c2ccccc2)[C@@H](C(=O)OC)[C@H]1C
10) O=C(CSc1nnc(NC(=O)C2CCC2)s1)NC1CC1
11) NC(=O)CSc1nnc(-c2ccc(S(=O)(=O)N3CCOCC3)cc2)n1CC1CCCO1 (stereo not drawn)
12) CCCc1cn(CC[C@@H]2CC[C@H](NC(=O)C3CCCCC3)[C@@H](CO)O2)nn1
Assay by compound | 7 | 8 | 9 | 10 | 11 | 12
ARNT-TACC3 inh | -8 | -1 | x | -8 | 2 | 13
Cneo AK release | 6 | -4 | 1 | -1 | -1 | 0
C2C12 statin | -1 | 8 | 6 | -2 | -3 | 12
miR122 inh | -10 | 7 | x | -4 | -1 | 8[16.7 µM]
SIRT5 inh | -5 | x | -7 | x | 0 | 16*
esBAF inh | 2 | 7 | -7 | 2 | -1 | -10
ERp5 block | 2 | x | 1 | x | -1 | -2

13) C[C@H](CO)N1C[C@H](C)[C@@H](CN(C)C)Oc2c(NS(=O)(=O)c3ccc(Cl)cc3)cccc2C1=O
14) COc1ccc(N2CCN(C(=O)Cc3cccs3)CC2)cc1
15) Cc1ccc(C(=O)N/N=C/c2ccc(-c3ccccc3[N+](=O)[O-])o2)cn1
16) Cc1ccc(NC(=O)CCc2c(C)nn(-c3ccc(N4CCOCC4)nn3)c2C)c(C)c1
17) COc1ccccc1CN1CC(C(=O)NCCc2cn[nH]c2)CCC1=O (stereo not drawn)
18) Brc1ccc2nc(-c3ccco3)c(CC3CCCCC3)n2c1
Assay by compound | 13 | 14 | 15 | 16 | 17 | 18
ARNT-TACC3 inh | -1 | x | 27* | -3 | 11 | x
Cneo AK release | 1 | -1 | x | 1 | 0 | 0
C2C12 statin | -4 | x | x | -4 | x | 17
miR122 inh | 6[16.7 µM] | -3 | x | -1 | 3 | 1
SIRT5 inh | -4 | 1 | 4 | -2 | -7 | 3
esBAF inh | 1 | -6 | x | 2 | x | 6
ERp5 block | 3 | 9 | 9 | 3 | -3 | 3

19) COc1ccccc1C(=O)N/C(=C\c1ccccc1)C(=O)NC(C)C(=O)O (stereo not drawn)
20) CC1(C(=O)Nc2ccc3c(c2)OCCO3)CCN1C(=O)C1(c2ccc(Cl)cc2)CC1 (stereo not drawn)
21) COc1ccc2c(c1)[nH]c1c(=O)n(/N=C/c3ccc(OC)c(CN4CCCC4)c3)cnc12
22) Cc1ccc(SC/C(O)=C(\C#N)c2nc3ccccc3s2)cc1
23) C[C@H]1CN([C@@H](C)CO)C(=O)c2cccc(NC(=O)c3nc4ccccc4s3)c2O[C@H]1CN(C)Cc1ccc(C(=O)O)cc1
24) O=C(COC(=O)C1=COCCO1)Nc1ccc2c(c1)OCO2
Assay by compound | 19 | 20 | 21 | 22 | 23 | 24
ARNT-TACC3 inh | -12 | x | 2 | -1 | -7 | 2
Cneo AK release | 0 | 1 | 0 | 0 | 3 | -9
C2C12 statin | -11 | 8 | x | -61 | x | 3
miR122 inh | 1 | -3 | x | 1 | -1[16.7 µM] | -5
SIRT5 inh | 3 | -1 | -5 | x | -5 | x
esBAF inh | -6 | -13 | x | 4 | -2 | 9
ERp5 block | -5 | -2 | -5 | x | -17 | x

# Screen by screen, from the results shown:
# SIRT5 inh, compounds 11 to 16: 0, 16*, -4, 1, 4, -2

# Following part
25) O=C(Nc1ccccc1F)N1CCCCN2[C@@H](CO)[C@H](c3ccc(C4=CCCC4)cc3)[C@@H]2C1
26) C[C@@H]1CCCCO[C@@H](CN(C)C(=O)c2ccccc2)[C@@H](C)CN([C@H](C)CO)C(=O)c2cc(NS(=O)(=O)c3ccc(Cl)cc3)ccc2O1
27) Cc1ccccc1-n1c(SCC(=O)NCc2cccs2)nc2ccccc2c1=O
28) COc1cccc(-c2ccc3ncnc(NCc4ccc5c(c4)OCO5)c3c2)c1
29) Cc1ccc2c(c1)C1CN(C)CCC1N2S(=O)(=O)c1ccccc1F (stereo not drawn)
30) Cc1cccc(-n2cc[nH]c2=S)c1C
Assay by compound | 25 | 26 | 27 | 28 | 29 | 30
ARNT-TACC3 inh | -4 | -2 | 4 | 1 | -3 | -11
Cneo AK release | -2 | 36 | -12 | -1 | 2 | x
C2C12 statin | 6 | x | x | 2 | 13 | x
miR122 inh | 9[16.7 µM] | 8[16.7 µM] | 6 | -35 | -5 | x
SIRT5 inh | x | 0 | x | x | -4 | -12
esBAF inh | 2 | -6 | x | -10 | 3 | x
ERp5 block | x | -1 | x | 1 | 0 | -2

31) CN1CCSc2ccc(C(=O)Nc3ccc(Cl)cc3)cc21
32) COc1cc(-c2noc(C3CCCN(S(=O)(=O)c4cccc(Cl)c4)C3)n2)cc(OC)c1OC (stereo not drawn)
33) COc1ccc(OC)c(Nc2nc(-c3cccc([N+](=O)[O-])c3)nc3ccccc23)c1
34) COc1ccc(CNC(=O)CN(Cc2ccc(F)cc2)C(=O)c2csnn2)cc1
35) CC(=O)N(C)C[C@H]1Oc2cc(C#CCN(C)C)ccc2S(=O)(=O)N([C@@H](C)CO)C[C@H]1C
36) Oc1ccc(Nc2ncnc3ccccc23)cc1
Assay by compound | 31 | 32 | 33 | 34 | 35 | 36
ARNT-TACC3 inh | -3 | -6 | -7 | -3 | -10 | -5
Cneo AK release | x | -2 | 3 | 0 | 5 | -16
C2C12 statin | x | 17 | -102 | 7 | -2 | -8
miR122 inh | x | -3 | 0 | -1 | -9[16.7 µM] | -1
SIRT5 inh | -5 | x | x | -2 | 3 | 2
esBAF inh | x | 0 | 3 | 9 | 0 | 3
ERp5 block | 1 | x | x | 3 | 4 | 1

37) COc1ccc(N2CCN(C(=O)CCS(=O)(=O)c3ccc(OC)cc3)CC2)cc1
38) CO[C@H](CN(C)S(=O)(=O)c1ccc(F)cc1)[C@H](C)CN([C@H](C)CO)S(=O)(=O)c1cccc(Cl)c1
39) C[N+](C)(C)CCOC(=O)CCC(=O)OCC[N+](C)(C)C
40) CC(C)CC#Cc1ccc2c(c1)O[C@H](CN(C)C(=O)Cc1ccncc1)[C@@H](C)CN([C@H](C)CO)S2(=O)=O
41) CN(C)C(CNC(=O)c1ccc2[nH]c(=O)c(=O)[nH]c2c1)c1ccco1 (stereo not drawn)
42) Cc1ccccc1S(=O)(=O)NCC[C@H]1CC[C@H](NC(=O)C2CCCC2)[C@H](CO)O1
Assay by compound | 37 | 38 | 39 | 40 | 41 | 42
ARNT-TACC3 inh | 1 | x | -1 | 6 | 6 | -15
Cneo AK release | x | 1 | 4 | -5 | 1 | 2
C2C12 statin | x | -5 | 4 | -13 | -6 | 0
miR122 inh | x | x | -2 | 23[16.7 µM] | -31 | 8[16.7 µM]
SIRT5 inh | -4 | x | 0&-3 | -1 | -3 | 1
esBAF inh | x | -1 | 1 | 2 | -1 | 6
ERp5 block | -2 | -2 | -1&6 | 2 | 1 | 0

# Shown as a hit in SIRT5 inh (from the list above):
item	Molecule	ARNT-TACC3 inh	miR122 inh	SIRT5 inh	esBAF inh	ERp5 block
5	COc1ccc(S(=O)(=O)/N=C2/NC(=O)/C(=C/c3ccco3)S2)cc1	10	x	16*	x	-1
12	CCCc1cn(CC[C@@H]2CC[C@H](NC(=O)C3CCCCC3)[C@@H](CO)O2)nn1	13	8[16.7 µM]	16*	-10	-2

# Later entries:
43) COC(=O)c1sccc1NC(=O)Cc1ccc(OC)c(OC)c1
44) O=C(CCc1nc2ccccc2s1)N1CCN(c2ccccc2)CC1
45) COC(=O)CNC(=O)CSc1nc2sccc2c(=O)n1-c1ccccc1
46) CCn1c(COc2cccc(OC)c2)nnc1SCC(=O)NCC1CCCO1 (stereo not drawn)
47) COC(=O)Cn1cnc2c(C#N)c3n(c2c1=O)CCCC3
48) CO[C@H]1CN(C)C(=O)c2cc(NS(=O)(=O)c3ccc(C)cc3)ccc2OC[C@@H](C)NC[C@@H]1C
Assay by compound | 43 | 44 | 45 | 46 | 47 | 48
ARNT-TACC3 inh | -1 | -4 | 9 | -1 | 2 | -6
Cneo AK release | x | x | 1 | x | 2 | -2
C2C12 statin | -2 | x | -1 | 2 | -9 | 3
miR122 inh | 0 | x | -3 | -11 | 3 | 1[16.7 µM]
SIRT5 inh | x | 0 | 2 | -3 | x | -8
esBAF inh | 2 | x | 3 | -2 | 11 | -1
ERp5 block | x | -3 | 9 | 2 | x | 3

49) CCOCCCN(C(=O)c1snc(C(N)=O)c1N)C(C(=O)NCCC(C)C)c1ccc(Cl)cc1 (stereo not drawn)
50) O=C(CSc1c[nH]c2ccccc12)NCC1CCCO1 (stereo not drawn)
51) CCOC(=O)Nc1cc(Br)c2c(c1)OCCO2
52) Cc1noc(C)c1NC(=O)Nc1ccc2c(c1)C(=O)N([C@H](C)CO)C[C@@H](C)[C@@H](CN(C)S(=O)(=O)c1cccs1)O2
53) CCc1noc(C)c1C(=O)OCC(=O)c1ccc(NC(C)=O)cc1F
54) C=CC[N+]1(CC#Cc2ccccc2)CCCC1
55) O=C(Nc1sc2c(c1C(=O)NC1CC1)CCCCCC2)c1ccco1
56) Cc1cc(C)cc(OCC(=O)NC(C)c2ccccc2)c1 (stereo not drawn)
Assay by compound | 49 | 50 | 51 | 52 | 53 | 54 | 55 | 56
ARNT-TACC3 inh | -2 | 1 | -16 | -1 | -13 | x | 5 | 2
Cneo AK release | 0 | 5 | -5 | -1 | -1 | x | -3 | -2
C2C12 statin | 6 | 3 | -1 | 24 | -8 | x | 60 | 6
miR122 inh | -2 | -3 | -1 | -4[16.7 µM] | u | -5 | 14 | -2
SIRT5 inh | -1 | -1 | x | -1 | 1 | 7 | x | 0
esBAF inh | -6 | -4 | 6 | -3 | x | x | -4 | -8
ERp5 block | 4 | 4 | x | -5 | 4 | -1 | x | 1

# Source: PubChem BioAssay (Broad Institute)
